CXCR6 block: CXCR6 receptor inhibitors, primary screen, cell-based, beta-arrestin, luminescence, CHO-K1 PathHunter, 1536-well | inhibition, % at 20 µM | AID 602244, 2012 | C-X-C chemokine receptor type 6 (Homo sapiens), O00574 | actives 0.36% (n = 360,000); in the data active = inhibition above about 34%, passing the limit was not always enough;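 also: antagonist mode with CXCL16 agonist at 10 nM final; 0% = 10 nM CXCL16 with DMSO and 100% = unstimulated wells without agonist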
Target sequence (O00574 whole entry, looked up): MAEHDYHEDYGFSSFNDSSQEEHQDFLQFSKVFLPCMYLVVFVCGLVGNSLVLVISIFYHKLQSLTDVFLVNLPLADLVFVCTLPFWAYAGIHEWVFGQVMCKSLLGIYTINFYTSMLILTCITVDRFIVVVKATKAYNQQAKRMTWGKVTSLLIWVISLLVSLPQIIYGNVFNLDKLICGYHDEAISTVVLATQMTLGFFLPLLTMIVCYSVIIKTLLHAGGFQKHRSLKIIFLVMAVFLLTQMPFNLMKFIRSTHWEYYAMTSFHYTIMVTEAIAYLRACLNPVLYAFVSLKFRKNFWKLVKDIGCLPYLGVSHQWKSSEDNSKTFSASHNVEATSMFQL
NR3A LBD binder: binders of NR3A ligand-binding domain, primary screen, biophysical, differential scanning fluorimetry, uHTS. AID 1259313, 2017. Tm shift relative to glycine control, % at 25 µM. actives 2.5% (n = 340,000). NR3A LBD differential scanning fluorimetry, Tm shift; 0% = protein alone, 100% = glycine-bound protein. Glutamate receptor ionotropic, NMDA 3A (GRIN3A) ligand-binding domain;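 active = melting temperature shift of at least 10% of the positive control shift, at one fixed dose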
MPTP inh: mitochondrial permeability transition pore inhibitors, primary screen, biochemical, isolated mouse mitochondria, absorbance; Ca2+ swelling absorbance, 30 min; inhibition, % at 10 µM; actives 1.4% (n = 360,000); AID 602449, 2012;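 active = inhibition of 50% or more, scaled per plate between neutral and stimulator controls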;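 also: 0% = DMSO wells given calcium and 100% = 1 mM EGTA wells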
APOBEC3G inh: APOBEC3G DNA deaminase inhibitors, primary screen, biochemical, fluorescence, single-stranded DNA substrate, uHTS. DNA dC->dU-editing enzyme APOBEC-3G (Homo sapiens), Q9HC16. recombinant A3G, ssDNA deamination FAM/TAMRA fluorescence. inhibition, % at 20 µM. actives 0.28% (n = 330,000). AID 493012, 2011;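 active = inhibition of at least 40% at 20 µM, with no more than 30% in the related APOBEC3A deaminase screen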;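 also: plate controls were DMSO wells with A3G for no effect and wells lacking A3G enzyme for full effect; some compounds called inactive have numbers as strong as hits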
A3A deaminase: APOBEC3A ssDNA deaminase inhibitors, primary screen, selectivity assay for APOBEC3G inhibitor project, biochemical, FAM/TAMRA oligo cleavage fluorescence. DNA dC->dU-editing enzyme APOBEC-3A (Homo sapiens), P31941. recombinant A3A, FAM/TAMRA ssDNA deamination fluorescence. inhibition, % at 20 µM. actives 0.41% (n = 330,000). AID 493011, 2011;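 active = at least 40% inhibition at 20 µM here, with at most 30% in a related deaminase screen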;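 also: plate controls were A3A with DMSO for no effect and wells lacking A3A enzyme for full effect; some results filed as inactive read as strong as hits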
Target sequence (P31941 whole entry, looked up): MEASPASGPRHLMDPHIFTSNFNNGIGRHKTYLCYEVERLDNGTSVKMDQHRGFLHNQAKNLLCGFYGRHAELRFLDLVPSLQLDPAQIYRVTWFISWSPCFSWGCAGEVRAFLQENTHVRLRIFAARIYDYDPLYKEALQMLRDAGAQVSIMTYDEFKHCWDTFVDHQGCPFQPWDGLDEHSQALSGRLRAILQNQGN
CCR6 antagonist: CCR6 receptor antagonists, primary screen, cell-based, CHO-K1, luminescence, beta-arrestin, uHTS. C-C chemokine receptor type 6 (Homo sapiens), P51684. CHO-K1 CCR6 PathHunter beta-arrestin, CCL20-stimulated. inhibition, % at 20 µM. actives 0.49% (n = 340,000). AID 493098, 2011;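 active = compounds whose inhibition of the agonist-driven luminescence signal at 20 µM reaches about 50%, limit read from the data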;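 also: cells stimulated with CCL20 at 14 nM final; plate controls were DMSO with CCL20 for no effect and DMSO without agonist for full effect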
Target sequence (P51684 whole entry, looked up): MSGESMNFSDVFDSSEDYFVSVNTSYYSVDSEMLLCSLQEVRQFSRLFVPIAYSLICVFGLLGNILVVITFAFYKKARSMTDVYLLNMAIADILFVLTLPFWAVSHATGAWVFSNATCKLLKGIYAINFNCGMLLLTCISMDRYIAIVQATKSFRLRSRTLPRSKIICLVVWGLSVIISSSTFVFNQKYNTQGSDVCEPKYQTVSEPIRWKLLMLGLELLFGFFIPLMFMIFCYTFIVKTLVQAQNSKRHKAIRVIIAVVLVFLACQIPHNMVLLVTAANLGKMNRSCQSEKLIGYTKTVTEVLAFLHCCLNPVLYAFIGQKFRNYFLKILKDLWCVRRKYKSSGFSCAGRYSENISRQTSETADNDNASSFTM
EBI2 antag: EBI2 receptor antagonists, beta-arrestin recruitment, primary screen, cell-based, luminescence, 7a,25-OHC stimulation, uHTS; G-protein coupled receptor 183 (Homo sapiens), P32249; 7a,25-OHC stimulated; inhibition, % at 5 µM; actives 0.81% (n = 360,000); AID 651636, 2012; in the data active = inhibition above about 38%;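 also: enzyme fragment complementation signal reports receptor beta-arrestin coupling in cells; 0% = agonist plus DMSO wells and 100% = wells without agonist; some results beyond the cut were filed as inactive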
Gli-Sufu block: Gli-Sufu pathway antagonists, primary screen, luciferase luminescence, Sufu-KO-LIGHT cells, uHTS | Sufu-KO-LIGHT fibroblasts, Gli luciferase reporter luminescence | inhibition, % at 5 µM | actives 0.74% (n = 340,000);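 active = inhibition above about 55%, limit read from the data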;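 also: 0% = DMSO-treated cells and 100% = wells with medium but no cells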
Numbers without * were called inactive; · = not tested or not shown.

SMILES | CXCR6 block | NR3A LBD binder | MPTP inh | APOBEC3G inh | A3A deaminase | CCR6 antagonist | EBI2 antag | Gli-Sufu block
O=[N+]([O-])c1cccc(S(=O)(=O)N2CN(c3ccc(Br)cc3)c3nc4ccccc4nc32)c1 | -3 | -6 | 3.8 | -6 | 1 | -3 | -1 | 0
O=C(O)CSc1nnc(-c2ccc3c(c2)OCO3)n1-c1ccccc1 | -2 | -3 | -0.4 | 5 | 0 | 5 | -1 | -5
CCc1nnc(NC(=O)CCC(=O)N2CCN(Cc3ccccc3)CC2)s1 | 3 | -1 | 1.0 | -8 | -5 | -3 | -2 | 37
COC(CNC(=O)c1ccc2c(=O)n(Cc3ccc(Cl)cc3)c(=S)[nH]c2c1)OC | 2 | -1 | 1.0 | -6 | -4 | 4 | 9 | 8
Cc1ccc(-n2ncc(C#N)c2/N=C/N2CCCCCC2)cc1 | 8 | 2 | -1.5 | 0 | -2 | 10 | 1 | 16
COc1ccc2oc(C(=O)OC(C)C(=O)NCc3ccccc3)c(C)c2c1 (centres undefined) | 3 | · | -1.5 | -9 | 1 | -1 | -1 | -6
CSc1ccc(/C=N/NC(=O)c2ccc(C)c(C)c2)cc1 | -8 | -3 | 1.9 | -3 | -1 | -7 | 6 | -9
O=C(Nc1ccccc1)OCCOc1cccc(Br)c1 | 3 | 4 | 0.7 | 9 | -5 | 2 | 9 | 15
COCCN(CCOC)S(=O)(=O)c1ccc(C(=O)Nc2nc(C)c(C(C)=O)s2)cc1 | -6 | 4 | -1.3 | 2 | 3 | 25 | 0 | -2
COc1ccccc1OCc1nnc(SCC(N)=O)n1-c1ccccc1 | -5 | -1 | -0.2 | -1 | 4 | 9 | 3 | 1
CC(C(=O)OCC(=O)N1CCCCC1)N1C(=O)c2ccccc2C1=O (centres undefined) | 0 | 0 | -0.6 | -5 | -1 | 2 | 5 | -6
CCOc1ccccc1NC(=O)/C(C#N)=C/c1cccnc1 | 6 | -2 | -0.3 | -5 | -1 | 26 | -20 | -1
Cc1cc(Cl)cc(C)c1OCCNCc1ccccc1 | 3 | 1 | 1.9 | -7 | -6 | 19 | -4 | 0
CC1=NN(c2nc(-c3ccc(C#N)cc3)cs2)C(=O)C1 | · | -3 | · | -7 | -4 | 32 | · | -1
CCOC(=O)N1CCN(C(=O)C2CCN(Cc3ccc(OC)cc3OC)CC2)CC1 | 9 | 0 | 2.5 | -1 | 1 | 9 | -3 | 6
CC(C)(C)NC(=O)C1(N2C(=O)c3ccccc3C2=O)CCCC1 | 8 | 0 | -0.5 | · | · | 0 | 4 | 9
COc1ccc2c(c1)CCCC21NC(=O)N(CC(=O)NC(=O)NCc2ccccc2)C1=O (centres undefined) | 4 | 1 | 0.7 | -3 | 2 | 10 | 1 | -2
CCOc1c(Cl)cc(C(=O)Nc2cccc(C(=O)O)c2)cc1Cl | 2 | 2 | -1.4 | -7 | 2 | -9 | -2 | -56
CC1Cc2cc(/C(O)=C3\C(=O)C(=O)N(Cc4cccnc4)C3c3ccccc3F)ccc2O1 (centres undefined) | 4 | -1 | 0.5 | -7 | -9 | 8 | -8 | 44
O=C(O)CCCC(=O)OCCCCc1cccs1 | -8 | 6 | 2.8 | -4 | -2 | 3 | -12 | 4
CCNc1ccc(C2(O)C(=O)c3ccccc3C2=O)cc1 | 2 | -1 | -0.4 | -2 | -2 | 5 | 6 | -1
O=C(Nc1ccc(C(=O)O)cc1)/C(=C\c1ccc(F)cc1)NC(=O)c1ccco1 | 0 | -1 | 2.1 | -9 | -2 | 13 | -2 | 44
Nc1nc(-c2cccs2)c(NC(=O)c2ccccc2)s1 | 16 | 3 | 1.7 | 2 | 1 | 34 | 6 | 7
CCCCn1c(N)c(N(CC)C(=O)c2cccc(OCc3ccccc3)c2)c(=O)[nH]c1=O | -8 | 1 | -2.5 | -4 | -3 | 19 | -1 | -3
COc1ccc2ccccc2c1/C=N\NC(=O)c1cccnc1 | -9 | -1 | 0.1 | -11 | -3 | 3 | -13 | 1

Compound profiles (already shown):
Profile of `Nc1nc(-c2cccs2)c(NC(=O)c2ccccc2)s1` : CXCR6 block: 16; NR3A LBD binder: 3; MPTP inh: 1.7; APOBEC3G inh: 2; A3A deaminase: 1; CCR6 antagonist: 34; EBI2 antag: 6; Gli-Sufu block: 7
Profile of `COCCN(CCOC)S(=O)(=O)c1ccc(C(=O)Nc2nc(C)c(C(C)=O)s2)cc1` : CXCR6 block: -6; NR3A LBD binder: 4; MPTP inh: -1.3; APOBEC3G inh: 2; A3A deaminase: 3; CCR6 antagonist: 25; EBI2 antag: 0; Gli-Sufu block: -2
Profile of `Cc1ccc(-n2ncc(C#N)c2/N=C/N2CCCCCC2)cc1` : CXCR6 block: 8; NR3A LBD binder: 2; MPTP inh: -1.5; APOBEC3G inh: 0; A3A deaminase: -2; CCR6 antagonist: 10; EBI2 antag: 1; Gli-Sufu block: 16

Entries from the list above containing bromine, in the order listed:
SMILES | CXCR6 block | NR3A LBD binder | MPTP inh | APOBEC3G inh | A3A deaminase | CCR6 antagonist | EBI2 antag | Gli-Sufu block
O=[N+]([O-])c1cccc(S(=O)(=O)N2CN(c3ccc(Br)cc3)c3nc4ccccc4nc32)c1 | -3 | -6 | 3.8 | -6 | 1 | -3 | -1 | 0
O=C(Nc1ccccc1)OCCOc1cccc(Br)c1 | 3 | 4 | 0.7 | 9 | -5 | 2 | 9 | 15

Other records follow:
SMILES | CXCR6 block | NR3A LBD binder | MPTP inh | APOBEC3G inh | A3A deaminase | CCR6 antagonist | EBI2 antag | Gli-Sufu block
Cc1c(NC(=O)c2cc(-c3ccc4c(c3)OCO4)on2)c(=O)n(-c2ccccc2)n1C | -3 | 3 | -0.8 | -4 | 1 | -5 | 0 | 0
O=C(c1ccco1)N(Cc1ccccc1)c1cccc([N+](=O)[O-])c1 | 10 | -2 | 0.1 | -4 | 0 | -1 | 6 | -6
O=C(Nn1cnnc1)c1ccc(Cl)cc1 | -2 | -1 | 1.4 | 0 | -2 | 10 | 0 | 3
CCCOC(=O)Nc1cccc(C(C)=O)c1 | 4 | 0 | 5.2 | -4 | -2 | 3 | 7 | 0
COc1ccccc1CNC(=O)CSc1nc2nc(C)cc(C)n2n1 | -3 | -3 | 0.3 | -1 | 4 | -6 | -5 | -6
C=CCNC(=O)c1onc(CSc2ccccc2)c1C(=O)O | -5 | 1 | 0.4 | -2 | 4 | 2 | 2 | -12
COc1ccc(C2(CNS(=O)(=O)c3ccccc3)CCOCC2)cc1 | -17 | 0 | 0.6 | 3 | 3 | 4 | -6 | 3
C/C(=N\NC(=O)c1ccco1)c1ccc(-c2ccccc2)cc1 | -10 | 3 | 2.2 | -10 | -5 | 5 | 0 | -84
CSc1ncc(OCc2ccccc2)c(=O)[nH]1 | 2 | 2 | 1.5 | -4 | -1 | 1 | -10 | -2
O=C(CNC(=O)c1ccc(S(=O)(=O)N2CCCC2)cc1)N/N=C/c1ccc(Cl)cc1Cl | -8 | -2 | 0.3 | -10 | -4 | 11 | 75* | 20
Cc1cc(C)cc(C(=O)Nc2ccc(NC(=O)Cc3ccccc3)cc2)c1 | -9 | -5 | 1.2 | 3 | 4 | 1 | 4 | 10
COc1ccc(-n2nnnc2SCC(=O)c2ccc(OC)c(OC)c2)cc1 | -6 | -2 | 1.1 | -6 | -2 | 12 | -3 | 1
CCOc1cccc(-c2nnc3sc(-c4cc(OC)c(OC)c(OC)c4)nn23)c1 | 8 | 1 | -1.3 | 4 | 6 | 4 | -6 | 2
O=C(OCC1COC(c2ccccc2)(c2ccccc2)O1)c1ccccc1 (centres undefined) | 12 | 0 | -2.3 | · | · | 25 | 4 | 2
COc1cccc(C2CC(c3cccs3)=NN2C(=O)CSC2=NN3CCCC(=O)N=C3S2)c1OC (centres undefined) | 6 | -5 | -1.4 | -4 | -2 | 1 | 6 | -3
c1ccc(CCc2ccncc2)cc1 | -14 | 3 | -0.6 | -2 | -4 | 1 | -4 | -1
CC(C)(C)OC(=O)C[C@@H]1C/C=C\C[C@@H](CC(=O)N(CCO)Cc2ccccc2)C(=O)N[C@H](C(C)(C)C)COC1=O | -3 | -1 | 1.0 | -8 | -1 | -2 | 4 | -1
CC1(C2CC(C(F)(F)F)n3nc(C(=O)O)cc3N2)CC1 (centres undefined) | -3 | 1 | 0.0 | -7 | -3 | 9 | -3 | -4
COc1ccc(CCN=C(N)NS(=O)(=O)c2ccc(C)c(C)c2)cc1OC | 10 | 2 | -1.0 | -7 | -2 | -8 | 8 | 5
CCN1C(=O)[C@H]2[C@H]3CN=C(SCc4ccc(C#N)cc4)N3[C@@](Cc3ccccc3)(C(=O)OC)[C@H]2C1=O | 7 | -1 | -0.3 | -1 | 1 | 13 | -2 | 1
Cc1ccc(-c2c(C(=O)N/N=C/c3c[nH]c4ccccc34)nnn2-c2nonc2N)cc1 | 3 | 26* | 0.2 | -3 | 2 | -6 | 23 | -23
Cc1cccc(C)c1N1CCN(S(=O)(=O)N2CCOCC2)CC1 | -3 | -2 | 1.3 | -2 | 2 | -10 | 8 | -3
COc1ccc(Nc2oc(COc3ccccc3F)nc2C#N)cc1 | -5 | -10 | 1.0 | -6 | -4 | 10 | 7 | 11
CC1CC(=O)N(C)c2ccc([N+](=O)[O-])cc2N1 (centres undefined) | -5 | 3 | -1.6 | -1 | 2 | 0 | -21 | 0
COc1cc(C(=O)OC2CCOC2=O)c([N+](=O)[O-])cc1OC (centres undefined) | -4 | -2 | -4.5 | -9 | 2 | 12 | -2 | 51
Cc1ccc(C(C)NC(=O)c2cccnc2)cc1 (centres undefined) | 0 | -1 | 1.9 | -7 | -2 | 2 | -5 | 1
Cc1[nH]n(-c2ccccc2)c(=O)c1/C=N/N1CCOCC1 | 4 | 0 | 1.5 | -2 | 0 | 12 | -6 | -5
CCCN(CC(=O)Nc1ccc(F)c(F)c1F)C(=O)CCc1nc2ccccc2c(=O)[nH]1 | 0 | 1 | -2.5 | 1 | 15 | 10 | -7 | -1
CCn1c2ccccc2c2nnc(SCc3ccccc3)nc21 | 8 | -5 | -0.1 | 3 | 1 | 22 | 8 | 7
CNC(C)C(=O)NC(C(=O)N1CCCC1C(=O)NC1CCCc2ccccc21)C(C)C (centres undefined) | 2 | 0 | -0.7 | 3 | 5 | -4 | 9 | 47

3 records picked at random from those above, as already listed:
SMILES | CXCR6 block | NR3A LBD binder | MPTP inh | APOBEC3G inh | A3A deaminase | CCR6 antagonist | EBI2 antag | Gli-Sufu block
CCCN(CC(=O)Nc1ccc(F)c(F)c1F)C(=O)CCc1nc2ccccc2c(=O)[nH]1 | 0 | 1 | -2.5 | 1 | 15 | 10 | -7 | -1
CC(C)(C)OC(=O)C[C@@H]1C/C=C\C[C@@H](CC(=O)N(CCO)Cc2ccccc2)C(=O)N[C@H](C(C)(C)C)COC1=O | -3 | -1 | 1.0 | -8 | -1 | -2 | 4 | -1
CCOc1cccc(-c2nnc3sc(-c4cc(OC)c(OC)c(OC)c4)nn23)c1 | 8 | 1 | -1.3 | 4 | 6 | 4 | -6 | 2

Screens deposited in PubChem BioAssay by Sanford-Burnham Center for Chemical Genomics.
